High-throughput results from PubChem.
CASP6 VEID inh – inhibitors of human caspase-6. P55212. actives 0.53% (n = 350,000). inhibition, % at 12.5 µM. AID 686996. purified caspase-6, Z-VEID-R110 cleavage fluorescence;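 active = mean inhibition across replicates at least about 35%, with every replicate also reaching that limit, limit read from the data; inconclusive = only one of the two criteria met; inactive = neither criterion met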;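 also: 0% = median of neutral control wells and 100% = no fluorescence left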
DENV2 CPE – inhibitors of DENV2 cytopathic effect; DENV2-infected cells, cytopathic effect rescue, plate reader; CPE inhibition, % at 9.99 µM; actives 1.7% (n = 350,000); in the data active = CPE inhibition above about 20%, passing the limit was not always enough; inconclusive = no clear call, values can overlap the other calls; tested in BHK-21 cells;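 also: 0% = median of neutral control wells and 100% = median of positive control wells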
CFTR F508del cor – CFTR F508del correction in bronchial cells; CFBE cells, YFP halide quenching; stimulated with forskolin plus potentiator P3; % fluorescence drop versus neutral controls; activity (quench increase), % at 7.58 µM; actives 0.36% (n = 350,000);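 active = mean added fluorescence quench of at least 8% versus neutral control, with both replicates also reaching 8%; inconclusive = only one of the mean or replicate conditions met; inactive = mean below 8% and not both replicates reaching 8%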;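 also: cells transiently co-express mutant CFTR-F508del with the halide-sensitive YFP; corrector assay measuring rescue of mutant channel to the surface after 24 h compound exposure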
ERAP1 HTS inh – inhibitors of human ERAP1 aminopeptidase | recombinant ERAP1, Leu-AMC fluorescence, 60 min | inhibition, % at 10.7 µM | AID 652197 | actives 0.15% (n = 340,000);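 active = mean replicate inhibition of at least 30%, or all replicates individually reaching that 30% level; inactive = mean below 30% and not every replicate reaching it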;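 also: 0% = neutral control wells and 100% = L-leucinethiol positive control wells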
Target sequence (Q9NZ08 whole entry, looked up): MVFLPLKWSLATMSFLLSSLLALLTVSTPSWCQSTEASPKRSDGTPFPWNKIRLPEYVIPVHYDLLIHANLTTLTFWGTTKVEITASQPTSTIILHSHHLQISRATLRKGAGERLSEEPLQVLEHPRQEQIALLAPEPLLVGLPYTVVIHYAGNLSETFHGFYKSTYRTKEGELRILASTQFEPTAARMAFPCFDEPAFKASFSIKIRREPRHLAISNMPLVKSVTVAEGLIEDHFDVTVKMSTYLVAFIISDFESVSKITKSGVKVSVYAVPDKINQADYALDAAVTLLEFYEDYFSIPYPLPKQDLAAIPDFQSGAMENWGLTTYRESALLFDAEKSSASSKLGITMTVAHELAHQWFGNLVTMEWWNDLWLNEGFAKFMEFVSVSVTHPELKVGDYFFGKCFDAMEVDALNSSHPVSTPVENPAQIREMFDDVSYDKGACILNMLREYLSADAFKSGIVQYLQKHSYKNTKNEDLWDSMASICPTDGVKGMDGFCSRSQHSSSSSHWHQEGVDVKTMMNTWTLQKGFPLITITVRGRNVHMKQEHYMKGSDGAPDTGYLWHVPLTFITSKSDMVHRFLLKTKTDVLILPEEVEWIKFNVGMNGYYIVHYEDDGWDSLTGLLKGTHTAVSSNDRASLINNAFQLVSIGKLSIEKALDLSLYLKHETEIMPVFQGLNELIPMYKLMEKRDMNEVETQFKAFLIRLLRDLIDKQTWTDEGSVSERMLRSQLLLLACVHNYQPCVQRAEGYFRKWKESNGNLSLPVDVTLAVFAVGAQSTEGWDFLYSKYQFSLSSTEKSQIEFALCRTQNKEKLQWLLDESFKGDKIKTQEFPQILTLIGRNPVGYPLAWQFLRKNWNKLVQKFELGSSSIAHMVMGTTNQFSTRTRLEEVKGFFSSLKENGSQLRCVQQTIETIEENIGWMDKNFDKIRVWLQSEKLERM
ERp5 inh – blocks human ERp5 reductase activity on insulin; actives 0.05% (n = 350,000); inhibition, % at 9.99 µM; AID 651711; ERp5 insulin aggregation, absorbance 650 nm, 90 min;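 active = mean replicate inhibition above about 25%, with every replicate also reaching it, limit read from the data, passing the limit was not always enough; inconclusive = only one of those two criteria met; inactive = neither criterion met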
SIRT5 inh – blocks human SIRT5 desuccinylation of peptide. Q9NXA8. Purified SirT5, succinyl-peptide AMC, trypsin-coupled fluorescence. inhibition, % at 15 µM. actives 1.1% (n = 330,000). AID 652115; in the data active = inhibition above about 15%; inconclusive = no clear call, values can overlap the other calls
miR122 inh – inhibitors of miR-122 in Huh7 cells | activation (reporter increase), % at 12.5 µM | Huh7 miR-122 Renilla luciferase sensor, 48 h; neutral wells = 0, positive control = 100 | actives 0.3% (n = 340,000);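 active = mean replicate activation score at least 90 and every replicate individually at or above 90; inconclusive = only one of the two criteria met; inactive = neither criterion met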;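 also: higher luciferase means less miR-122 activity so hits act as miR-122 inhibitors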
Numbers without * were called inactive; & = joins results of further samples; [ ] = another dose, or the depositor's remark.

Screening C[C@@H]1CN([C@@H](C)CO)C(=O)Cc2cc(NC(=O)Nc3ccccc3)ccc2O[C@@H]1CN(C)C(=O)Nc1ccc2c(c1)OCO2 returned CASP6 VEID inh 3, DENV2 CPE -8, CFTR F508del cor 0.8, ERAP1 HTS inh 4, ERp5 inh -6, SIRT5 inh 7 and miR122 inh -9[16.7 µM].
Screening Cc1oc(-c2ccc(Cl)cc2)nc1CS(=O)CC(=O)NCc1ccc2c(c1)OCO2 (configuration not stated) returned CASP6 VEID inh -1, DENV2 CPE 4, CFTR F508del cor -1.5, ERAP1 HTS inh 5, ERp5 inh 1, SIRT5 inh 9 and miR122 inh 10.
Screening CCCCn1c(N)c(N(CCC(C)C)C(=O)c2c(CC)noc2C)c(=O)[nH]c1=O returned CASP6 VEID inh 0, DENV2 CPE -7, CFTR F508del cor -3.5, ERAP1 HTS inh 1, ERp5 inh 0, SIRT5 inh 0 and miR122 inh -2.
Cc1oc(-c2ccc(Cl)cc2)nc1CS(=O)CC(=O)NC(C)c1ccccc1 (configuration not stated) was read as CASP6 VEID inh 0, DENV2 CPE 1, CFTR F508del cor 1.0, ERAP1 HTS inh 1, ERp5 inh -4, SIRT5 inh -1 and miR122 inh 0.
`CCn1c(=O)c2c(nc(SCC(=O)Nc3ccccc3)n2C)n(C)c1=O` gave CASP6 VEID inh 1, DENV2 CPE 5, CFTR F508del cor -0.2, ERAP1 HTS inh 0, ERp5 inh 0, SIRT5 inh 0 and miR122 inh 2.
COc1ccc(CN2[C@H](CO)[C@H]3c4ccccc4N(C(=O)NC(C)C)C[C@H]32)cc1 was read as CASP6 VEID inh -1, DENV2 CPE -3, CFTR F508del cor -5.6, ERAP1 HTS inh 4, ERp5 inh 3, SIRT5 inh 14 and miR122 inh 42[16.7 µM].
Cc1noc(C)c1NC(=O)N(C)C[C@H]1OCCCC[C@@H](C)Oc2ccc(NC(=O)CCC(F)(F)F)cc2C(=O)N([C@@H](C)CO)C[C@@H]1C was read as CASP6 VEID inh -3, DENV2 CPE -8, CFTR F508del cor -3.2, ERAP1 HTS inh -2, ERp5 inh 1, SIRT5 inh -2 and miR122 inh 1[16.7 µM].
Screening COc1ccc(S(=O)(=O)N(C)C[C@@H]2Oc3ncc(-c4cccc(F)c4)cc3C(=O)N([C@H](C)CO)C[C@@H]2C)cc1 returned CASP6 VEID inh 2, DENV2 CPE 15, CFTR F508del cor 1.4, ERAP1 HTS inh 1, ERp5 inh 0, SIRT5 inh -1 and miR122 inh 7[16.7 µM].
For N#Cc1cc2c(nc1SCC(=O)O)CCCCC2 the results were CASP6 VEID inh 0, DENV2 CPE 6, CFTR F508del cor 0.6, ERp5 inh 0 and SIRT5 inh -5.
`CC1CN(C(=O)CCS(=O)(=O)c2ccccc2)CC(C)O1` (configuration not stated) gave CASP6 VEID inh -4, DENV2 CPE -4, CFTR F508del cor -2.1, ERAP1 HTS inh -1, ERp5 inh -1 and SIRT5 inh 1.
`COC(=O)c1ccc(/C=N/N2C(C)CCCC2C)cc1` (configuration not stated) gave CASP6 VEID inh -1, DENV2 CPE 1, CFTR F508del cor -0.9, ERAP1 HTS inh 0, ERp5 inh -3, SIRT5 inh -4 and miR122 inh 1.
For COc1cccc(CNC(=O)CN2C(=O)COc3ccc(S(=O)(=O)N4CCCCCC4)cc32)c1 the results were CASP6 VEID inh 3, DENV2 CPE -6, CFTR F508del cor -1.1, ERAP1 HTS inh -1, ERp5 inh 9, SIRT5 inh 6 and miR122 inh -5.
For CNC(=O)C[C@@H]1CC[C@@H]2[C@@H](COc3ccc(NC(=O)C4CCCCC4)cc3C(=O)N2C)O1 the results were CASP6 VEID inh 2, DENV2 CPE -5, CFTR F508del cor -2.4, ERAP1 HTS inh -1, ERp5 inh 2, SIRT5 inh -2 and miR122 inh -6[16.7 µM].
`CC(NC(=O)CCCC1CCCCC1)c1ccc(S(N)(=O)=O)cc1` (configuration not stated) gave CASP6 VEID inh 2, DENV2 CPE 4, CFTR F508del cor 5.1, ERAP1 HTS inh -2, ERp5 inh 4, SIRT5 inh -2 and miR122 inh -2.
`S=c1[nH]nc(-c2ccco2)n1-c1ccc(Cl)cc1` gave CASP6 VEID inh -3, DENV2 CPE -5, CFTR F508del cor -0.5, ERAP1 HTS inh 0, ERp5 inh -2, SIRT5 inh -1 and miR122 inh 0.
`COc1cc(/C=N/Nc2ccc(Cl)c(C(=O)O)c2)ccc1OC(=O)c1ccco1` gave CASP6 VEID inh 3, DENV2 CPE 0, CFTR F508del cor -0.9, ERAP1 HTS inh -18, ERp5 inh 7, SIRT5 inh 5 and miR122 inh -2.
For c1ccc(-n2ncc3c(NC4CCCCCC4)ncnc32)cc1 the results were CASP6 VEID inh -1, DENV2 CPE -8, CFTR F508del cor -2.0, ERAP1 HTS inh 1, ERp5 inh -2, SIRT5 inh -2 and miR122 inh -1.
CCCC(=O)N=C1SC2CS(=O)(=O)CC2N1c1ccc(-c2nc3ccc(C)cc3s2)cc1 (configuration not stated) was read as CASP6 VEID inh 0, DENV2 CPE inconclusive, ERAP1 HTS inh -6, ERp5 inh 3, SIRT5 inh -8 and miR122 inh 3.
Screening Cc1cc(NC(=O)C2CCCN(S(=O)(=O)c3cnc[nH]3)C2)ccc1Br (configuration not stated) returned CASP6 VEID inh 0, DENV2 CPE -6, CFTR F508del cor -2.9, ERAP1 HTS inh 0, ERp5 inh 6 and miR122 inh 3.
COc1ccc([N+](=O)[O-])cc1NC(=O)c1cncc(Br)c1 was read as CASP6 VEID inh -3, DENV2 CPE -2, CFTR F508del cor -0.9, ERAP1 HTS inh 0, ERp5 inh 2 and SIRT5 inh -8.
Screening C[C@@H]1CN([C@@H](C)CO)C(=O)c2cc(NS(=O)(=O)c3cn(C)cn3)ccc2O[C@H]1CN(C)Cc1ccccc1 returned CASP6 VEID inh 0, DENV2 CPE 5, CFTR F508del cor -1.5, ERAP1 HTS inh 0, ERp5 inh -3, SIRT5 inh -5 and miR122 inh -10[16.7 µM].
`CC(C)NC(=O)N(C)C[C@H]1Oc2ccc(NC(=O)Cc3cn(C)c4ccccc34)cc2CC(=O)N([C@H](C)CO)C[C@H]1C` gave CASP6 VEID inh -4, DENV2 CPE -2, CFTR F508del cor -0.9, ERAP1 HTS inh -4, ERp5 inh -6, SIRT5 inh 2 and miR122 inh -4[16.7 µM].
Screening CNC(=O)C[C@H]1CC[C@H]2[C@@H](COc3ccc(NC(=O)Nc4ccccc4OC)cc3C(=O)N2C)O1 returned CASP6 VEID inh -2, DENV2 CPE 2, CFTR F508del cor 1.4, ERAP1 HTS inh 1, ERp5 inh -3, SIRT5 inh 3 and miR122 inh 33[16.7 µM].
`COc1ccc(F)cc1S(=O)(=O)NCC(c1ccc2c(c1)OCO2)N1CCN(C)CC1` (configuration not stated) gave CASP6 VEID inh 1, DENV2 CPE -3, CFTR F508del cor 2.0, ERAP1 HTS inh 0, ERp5 inh 6, SIRT5 inh 2 and miR122 inh 3.
For Cc1ccc(NC(=O)CN(C)C(=O)c2ccc(OCc3c(C)noc3C)cc2)cc1 the results were CASP6 VEID inh 1, DENV2 CPE 14, CFTR F508del cor 0.5, ERAP1 HTS inh 0, ERp5 inh 1, SIRT5 inh -5 and miR122 inh -1.
COc1cc(C(=O)Nc2ccc(C(=O)c3ccncc3)cc2)cc(OC)c1OC was read as CASP6 VEID inh 1, DENV2 CPE 4, CFTR F508del cor -0.1, ERAP1 HTS inh -1, ERp5 inh 2, SIRT5 inh 3 and miR122 inh -6.
Screening O=C(Nc1cccc([N+](=O)[O-])c1)c1ccc2snnc2c1 returned CASP6 VEID inh 2, DENV2 CPE 3, CFTR F508del cor -4.7, ERAP1 HTS inh 0, ERp5 inh 8 and SIRT5 inh 5.
`O=C1S/C(=C\c2cccs2)C(=O)N1c1ccc(O)cc1` gave CASP6 VEID inh 1, DENV2 CPE -5, CFTR F508del cor -2.3, ERAP1 HTS inh -3, ERp5 inh 0, SIRT5 inh -4 and miR122 inh -10.
`Cc1cc(C)cc(NC(=O)CSc2nnnn2-c2cccnc2)c1` gave CASP6 VEID inh -2, DENV2 CPE 3, CFTR F508del cor 1.1, ERAP1 HTS inh 5, ERp5 inh 2, SIRT5 inh 0 and miR122 inh 0.
`COc1ccc(OCCC(=O)NCCN2CCOCC2)cc1` gave CASP6 VEID inh -3, DENV2 CPE -1, CFTR F508del cor 3.0, ERAP1 HTS inh 5, ERp5 inh 6 and SIRT5 inh -1.

Continued; it opens with the two that closed the last part.
`Cc1cc(C)cc(NC(=O)CSc2nnnn2-c2cccnc2)c1` gave CASP6 VEID inh -2, DENV2 CPE 3, CFTR F508del cor 1.1, ERAP1 HTS inh 5, ERp5 inh 2, SIRT5 inh 0 and miR122 inh 0.
`COc1ccc(OCCC(=O)NCCN2CCOCC2)cc1` gave CASP6 VEID inh -3, DENV2 CPE -1, CFTR F508del cor 3.0, ERAP1 HTS inh 5, ERp5 inh 6 and SIRT5 inh -1.
For N#Cc1c(-c2ccc(F)cc2)cc(-c2cccnc2)nc1N the results were CASP6 VEID inh -1, DENV2 CPE inconclusive, CFTR F508del cor 5.0, ERAP1 HTS inh 4, ERp5 inh -5, SIRT5 inh -7 and miR122 inh -6.
For Cc1ccccc1NC(=O)COC(=O)c1ccc(S(=O)(=O)N2CCCCCC2)cc1 the results were CASP6 VEID inh -4, DENV2 CPE -2, CFTR F508del cor -7.7, ERAP1 HTS inh 1, ERp5 inh 12 and SIRT5 inh -2.
For CC(C)NC(=O)N(C)C[C@H]1Oc2ccc(NC(=O)CCN3CCOCC3)cc2C(=O)N([C@H](C)CO)C[C@@H]1C the results were CASP6 VEID inh 1&1, DENV2 CPE -2&-7, CFTR F508del cor -0.3&-0.7, ERAP1 HTS inh -1&-5, ERp5 inh -2&-1, SIRT5 inh -11&-3 and miR122 inh 2[16.7 µM].
For O=C(CSc1nc2cc(C(=O)O)ccc2c(=O)n1-c1ccc(F)cc1)Nc1ccc(F)c(F)c1F the results were CASP6 VEID inh -1, DENV2 CPE -3, CFTR F508del cor -4.2, ERAP1 HTS inh 15, ERp5 inh 4 and SIRT5 inh -4.
Screening CN(C)c1ccc(C(CN)c2c[nH]c3ccccc23)cc1 (configuration not stated) returned CASP6 VEID inh 0, DENV2 CPE -7, CFTR F508del cor -0.5, ERAP1 HTS inh 4, ERp5 inh -1 and SIRT5 inh -6.
Cc1ccc(Cl)cc1NC(=S)NN was read as CASP6 VEID inh -2, DENV2 CPE 2, CFTR F508del cor -3.1, ERAP1 HTS inh 0, ERp5 inh 0, SIRT5 inh -2 and miR122 inh 1.
NC(=O)c1cc2cc(Cc3ccccc3Cl)ccc2oc1=O was read as CASP6 VEID inh -3, DENV2 CPE 5, CFTR F508del cor -1.3, ERAP1 HTS inh 6, ERp5 inh -3, SIRT5 inh -6 and miR122 inh -1.
For O=C(NC1CC1)c1ccc(-n2cccc2)cc1 the results were CASP6 VEID inh 3, CFTR F508del cor -1.7, ERAP1 HTS inh -1, ERp5 inh 1 and SIRT5 inh -2.
For Cc1noc(C)c1NC(=O)NC(c1ccccc1)c1ccccc1 the results were CASP6 VEID inh 0, DENV2 CPE 1, CFTR F508del cor 0.2, ERAP1 HTS inh 0, ERp5 inh 3 and SIRT5 inh -3.
NS(=O)(=O)c1ccc(NC(=O)CSc2ncccn2)cc1 was read as CASP6 VEID inh 2, DENV2 CPE 11, CFTR F508del cor 0.5, ERAP1 HTS inh -1, ERp5 inh 1, SIRT5 inh -3 and miR122 inh -3.
Cc1cccc(C)c1Nc1nc2ccccc2o1 was read as CASP6 VEID inh 0, DENV2 CPE -2, CFTR F508del cor -4.0, ERAP1 HTS inh 1, ERp5 inh 3 and SIRT5 inh 1.
`O=C(CN1C(=O)COc2ccccc21)NCCN1CCCC1` gave CASP6 VEID inh -8, DENV2 CPE -4, CFTR F508del cor -2.4, ERAP1 HTS inh 2, ERp5 inh -8, SIRT5 inh -1 and miR122 inh 3.
Screening Cc1ccc(NCC(=O)Nc2c(C)n(C)n(-c3ccccc3)c2=O)cc1S(=O)(=O)N(C)C returned CASP6 VEID inh 0, CFTR F508del cor 0.9, ERp5 inh 3, SIRT5 inh -4 and miR122 inh -9.
`S=C(NCCc1ccc(Cl)cc1)NC1CC1` gave CASP6 VEID inh 0, DENV2 CPE 7, CFTR F508del cor -1.2, ERAP1 HTS inh 1, ERp5 inh 0 and SIRT5 inh -1.

Rows were taken by chance; overall some 4% were active at least once.
